NSD2 inh: NSD2 (human) methyltransferase inhibition; AID 743445; inhibition, % at 12.5 µM; 310,000 tested, 0.54% active; O96028; NSD2 peptide methylation, AlphaScreen, 120 min; in the data active = inhibition above about 50%
Wnt bcat act: activates Wnt/beta-catenin signaling in a reporter cell assay | activator, plate reader | activation, % at 9.35 µM | 300,000 tested, 1.2% active | AID 743398; in the data active = activation above about 30%, passing the limit was not always enough;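 also: 0% = neutral control wells and 100% = positive control wells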
SR-BI DiI inh: mouse SR-BI HDL lipid transfer inhibition; Q61009; inhibition, % at 12.5 µM; AID 488896; 320,000 tested, 0.96% active; ldlA[mSR-BI] CHO cells, DiI-HDL uptake fluorescence, 3 h;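 active = mean replicate inhibition of at least 70% and a set share of replicates each scoring 70 or more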;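 also: 0% = median of neutral control wells and 100% = median of positive control wells; values of inactives mirror those of a sister screen read the other way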
Target sequence (Q61009 whole entry, looked up): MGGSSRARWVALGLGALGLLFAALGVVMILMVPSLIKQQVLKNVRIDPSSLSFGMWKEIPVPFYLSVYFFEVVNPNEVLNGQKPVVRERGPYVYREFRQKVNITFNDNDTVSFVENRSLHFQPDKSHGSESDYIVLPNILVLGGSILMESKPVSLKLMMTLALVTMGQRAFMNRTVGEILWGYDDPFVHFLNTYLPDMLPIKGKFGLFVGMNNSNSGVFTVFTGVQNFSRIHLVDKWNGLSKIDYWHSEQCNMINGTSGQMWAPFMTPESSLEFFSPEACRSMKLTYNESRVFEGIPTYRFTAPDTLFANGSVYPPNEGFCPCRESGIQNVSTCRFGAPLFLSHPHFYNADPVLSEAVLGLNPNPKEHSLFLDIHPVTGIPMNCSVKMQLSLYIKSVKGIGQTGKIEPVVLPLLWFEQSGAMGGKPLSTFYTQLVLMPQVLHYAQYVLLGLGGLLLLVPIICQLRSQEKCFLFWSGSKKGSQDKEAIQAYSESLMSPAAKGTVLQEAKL
MITF TRPM1 HTS: MITF TRPM1 promoter activation in melanoma cells; SK-MEL-5 TRPM1-promoter luciferase, 24 h; % of positive control, neutral wells = 0; activation, % at 12.5 µM; 300,000 tested, 0.75% active;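 active = mean activation of at least 80% with every replicate also reaching 80%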;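 also: 0% = neutral control wells and 100% = parthenolide positive control wells; values of inactives mirror those of a sister screen read the other way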
dFosB activator: mouse delta FosB homodimer activation; purified delta FosB, TAMRA-CDK5 oligo fluorescence polarization; percent of positive-control signal above neutral wells; activation, % at 25 µM; 340,000 tested, 0.99% active; AID 493131;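 active = mean activation above about 17%, with every replicate also reaching it, limit read from the data, passing the limit was not always enough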;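 also: fluorescence polarization rise as delta FosB binds a TAMRA Cdk5 AP-1 oligo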
HTR5A ag: counter-screen for OPRM1-OPRD1 agonists: human HTR5A agonism; P47898; HTR5A agonist assay, luminescence, cell-based; activation, % at 9.3 µM; 340,000 tested, 0.61% active; in the data active = activation mostly above about 9.5%, no sharp cut-off; inactive = mostly below about 7.6%;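 also: 0% = cells with vehicle only and 100% = reference agonist; strong numbers were not always called active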
Target sequence (P47898 whole entry, looked up): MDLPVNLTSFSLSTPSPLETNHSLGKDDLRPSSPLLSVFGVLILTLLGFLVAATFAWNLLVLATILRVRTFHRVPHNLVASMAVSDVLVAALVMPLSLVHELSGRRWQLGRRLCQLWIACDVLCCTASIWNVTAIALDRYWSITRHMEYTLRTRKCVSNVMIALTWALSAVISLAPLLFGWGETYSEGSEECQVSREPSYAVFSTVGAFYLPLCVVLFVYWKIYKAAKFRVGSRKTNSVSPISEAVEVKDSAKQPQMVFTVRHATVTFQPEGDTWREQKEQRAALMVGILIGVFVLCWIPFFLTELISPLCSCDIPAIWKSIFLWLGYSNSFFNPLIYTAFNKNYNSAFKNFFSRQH
V-ATPase pH: regulators of yeast V-ATPase proton transport; S. cerevisiae, pHLuorin cytosolic pH fluorescence; response, % at 10 µM; 350,000 tested, 0.37% active; AID 504577; in the data active = response mostly above about 7.3%, no sharp cut-off; inactive = mostly below about 5.4%; also: actives read high; inactives centre near 0; some compounds called inactive have numbers as strong as hits; reference of the scale not given here
HTR5A inv ctr: HTR5A inverse agonism, opioid heterodimer counter-screen; 340,000 tested, 0.083% active; inhibition, % at 9.3 µM; HTR5A cell line, luminescence; in the data active = inhibition mostly above about 23%, no sharp cut-off; inactive = mostly below about 18%;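 also: 0% = cells with DMSO and 100% = no-cell wells with DMSO; some compounds called inactive have numbers as strong as hits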
PvdQ acylase: blocks Pseudomonas aeruginosa PvdQ acylase activity | purified PvdQ acylase, fluorescence plate reader | inhibition, % at 10 µM | 340,000 tested, 0.063% active | AID 488965; in the data active = inhibition above about 30%, passing the limit was not always enough;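 also: 0% = vehicle neutral wells and 100% = reference inhibitor wells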
CDK5 p35 inh: inhibitors of human CDK5/p35 kinase; Q00535+Q15078; Recombinant CDK5/p35, ADP-Glo luminescence, 60 min; inhibition, % at 10 µM; 330,000 tested, 0.01% active;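 active = highest replicate inhibition of at least 50% and at least 75% of replicates reaching 50%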;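 also: plate controls were DMSO neutral control for no effect and GW8510 at 10 µM for full effect; many of its hits are not listed in these tables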
* hit, by the source's call; . = no result given.

A first look:
Structure	NSD2 inh	Wnt bcat act	SR-BI DiI inh	MITF TRPM1 HTS	dFosB activator	HTR5A ag	V-ATPase pH	HTR5A inv ctr	PvdQ acylase	CDK5 p35 inh
CCc1cccc(NC(=O)c2cc(OC)c(OC)c(OC)c2)c1	-8	0	50	-5	-3	-3	-1	-2	12	0.4
CN(c1ccccc1)S(=O)(=O)c1ccc(Cl)c(C(=O)NCc2ccco2)c1	1	-2	-24	2	1	-4	-1	16	-2	0.0
CN=c1scc(C)n1/N=C/c1ccc(O)cc1O	.	.	6	5	-6	-2	-5	4	-7	-0.1

The list itself, from the start:
Structure	NSD2 inh	Wnt bcat act	SR-BI DiI inh	MITF TRPM1 HTS	dFosB activator	HTR5A ag	V-ATPase pH	HTR5A inv ctr	PvdQ acylase	CDK5 p35 inh
CCc1cccc(NC(=O)c2cc(OC)c(OC)c(OC)c2)c1	-8	0	50	-5	-3	-3	-1	-2	12	0.4
CN(c1ccccc1)S(=O)(=O)c1ccc(Cl)c(C(=O)NCc2ccco2)c1	1	-2	-24	2	1	-4	-1	16	-2	0.0
CN=c1scc(C)n1/N=C/c1ccc(O)cc1O	.	.	6	5	-6	-2	-5	4	-7	-0.1
CNC(=O)c1c(NC(=O)C(C)C)sc2c1CCC2	.	-1	-13	-1	0	2	-3	-7	8	2.3
Cc1cc(C)c(NC(=O)COC(=O)c2ccc([N+](=O)[O-])s2)c(C)c1	-1	.	-7	8	8	-3	-1	0	-12	0.4
O=c1[nH]c(N2CCOCC2)cc2ccccc12	.	-2	-8	-7	-1	-1	2	-7	-15	1.4
Cc1cc(NC(=O)c2cc(C3CC3)on2)no1	.	1	-3	.	0	1	2	-24	4	-0.7
COC(=O)C1=C(C(=O)OC)[C@@H]2N(C)c3ccccc3[C@@]23C[C@@H](C(=O)OC)N=C3N1	.	-1	-14	3	3	-2	2	19	-12	0.1
C=CCC[C@H](Cc1ccc(F)cc1)C(=O)OC[C@@H](Cc1c[nH]c2ccccc12)NC(=O)[C@@H](CC=C)CC(=O)N[C@@H](CO)Cc1ccccc1	.	-16	7	-2	4	4	-6	-13	13	-1.4
Cc1cc(NC(=O)Nc2ccc(Cl)cc2)n(-c2ccccc2)n1	0	0	25	-3	-4	-2	7	-15	-11	-1.1
O=C1Nc2ccccc2O/C1=C\c1ccccc1Br	0	4	21	-18	-5	4	0	-16	-3	1.1
CCOC(=O)c1cc(C#N)c(Oc2ccc(F)cc2)nc1-c1ccccc1	0	-2	7	.	-1	2	-3	-6	-7	0.8
Cc1ccc2c(c1)COc1c3ccc(C(=O)N[C@@H](CO)C(C)C)cc3nn1-2	.	34*	21	114*	6	-3	-2	8	1	0.1
CC1CC(=O)c2c(cc3c(-c4c(O)cc(O)c5c(O)c6c(cc45)OC(C)CC6=O)c(O)cc(O)c3c2O)O1 (centres undefined)	.	.	117*	-78	-46	17*	-1	13	-7	-1.0
CC(CNC(=O)COC(=O)c1ccco1)c1ccccc1 (centres undefined)	36	3	-5	2	-3	4	1	-12	-6	1.1
CCOc1ccc(-c2ccc(SC)nn2)cc1	-5	-7	9	-62	-1	-3	3	9	24	33
Cc1nn2c(N)c(C#N)cnc2c1-c1ccccc1	-2	.	-8	46	2	-1	-1	-13	0	0.0
COc1cc(C(=O)Nc2ccc(S(=O)(=O)Nc3cc(C)on3)cc2)cc(OC)c1OC	-4	.	-7	-4	1	-2	-3	8	-1	1.2
Cc1nnc(SCC(=O)NNC(=O)c2ccccc2)n1Cc1ccccc1	-3	0	-15	2	3	0	5	-2	-11	-1.9
O=C(O)c1ccc2c3c(cccc13)C(=O)N(c1ccccc1)C2=O	31	1	-1	-13	-7	2	0	-6	15	-0.9
CC(C)c1nc(Cl)c(C#N)c2c1CCCC2	-3	-6	-7	-3	2	0	3	0	-1	-1.8
OC(CCN1CCOCC1)(c1ccc(Cl)cc1)C1CCCCC1 (centres undefined)	-1	.	.	-4	-4	2	1	-6	-15	-0.7
Cc1csc(C(=O)O)c1NC(=O)c1c(Cl)cccc1Cl	40	-2	-23	-5	2	0	2	-2	-5	0.9
c1nc(CCO[C@H]2CCCCO2)cc2cc3c(cc12)OCO3	.	1	-17	2	-1	-4	3	10	-11	0.6
CCCN(CCC)CCNS(=O)(=O)c1ccc2c(c1)CCN2C(=O)C1CCC1	.	.	-11	10	-12	8	-1	-9	-13	0.8
Nn1c(SCc2ccc(Br)cc2)nnc1-c1ccncc1	6	0	6	11	1	1	-1	4	-14	-1.5
CN(C)S(=O)(=O)c1cccc(C(=O)Nc2ccccc2N2CCCCC2)c1	-7	-2	23	11	-11	-2	1	0	-14	0.8
COc1ccc(CCN2CC(C(=O)OCC(=O)Nc3c(C)nn(-c4ccccc4)c3C)CC2=O)cc1OC (centres undefined)	1	0	16	5	-10	5	8	7	-4	-0.7
CCN(c1ccccc1)S(=O)(=O)c1cccc(C(=O)NCCN2CCOCC2)c1	-3	-2	-5	5	-4	8	-1	-21	-7	0.5
Cc1ccc(O)c(C(=O)c2cc(C#N)c(=O)n(C(C)c3ccccc3)c2)c1 (centres undefined)	4	-4	32	3	-8	1	-3	15	1	0.0
COc1cccc(Nc2ccc(C(=O)O)cc2N)c1	4	8	-11	-1	-3	2	-2	-9	-6	0.7
Cc1cccc(C(C)C)c1NC(=O)c1ccc(CN(c2ccccc2)S(=O)(=O)c2ccccc2)cc1	-2	.	31	-15	-3	2	0	-5	2	-1.3
Cc1nn2c(-n3ccnc3C)c3c(nc2c1-c1ccccc1)CCC3	0	.	-30	-1	-4	5	5	20	-8	-0.1
CC(NC(=O)COC(=O)CSCc1ccccc1)c1ccccc1 (centres undefined)	-4	0	-3	-2	-6	-4	-4	12	-12	0.0
Cc1cc(C)c2nc(NC(=O)c3ccco3)sc2c1	-1	24	8	22	-8	5	3	-21	-8	-3.0
Cc1onc(-c2ccccc2Cl)c1C(=O)Nc1nn[nH]n1	.	-1	-13	5	4	-2	-6	22	-1	0.0
CCOC(=O)C1=C(CSc2nc3c(cc2C#N)CN(C)CC3)OC(N)=C(C#N)C1c1ccncc1 (centres undefined)	9	0	-15	5	-8	10	-2	-34	-12	2.1
O=C(Nc1cccc(-c2nc3ncccc3o2)c1)c1ccco1	6	14	-105	36	-45	3	3	14	-19	1.7
CCCCn1nc(C(=O)NCC(=O)Nc2c(C)cccc2C)c2ccccc2c1=O	1	1	44	-2	-13	-4	3	14	-2	-0.6
COC(=O)C(NS(=O)(=O)c1ccc(N2CCCC2=O)cc1)c1ccccc1 (centres undefined)	3	-1	-9	-1	-2	-3	-1	7	-14	-1.6
Cn1c(=O)[nH]c2c(nc(-c3ccc(Cl)cc3)n2C)c1=O	1	-1	-27	-7	-8	0	0	0	-20	0.1
CCN(CC)CCCn1c(=S)[nH]c2cc(C(=O)OC)ccc2c1=O	38	.	13	-14	-10	-8	-1	-14	0	0.9
O=C(O)/C=C/C(=O)Nc1ccc(NC(=O)c2ccccc2)c(Cl)c1	-7	4	15	0	-8	5	0	-13	14	-0.2
COc1ccccc1C(=O)NC(=S)Nc1ccc(S(=O)(=O)N2CCN(C)CC2)cc1	0	-1	3	6	-3	4	0	11	6	-0.5
CCOc1nc(C)cc(C)c1S(=O)(=O)c1cccc(Cl)c1	-10	1	9	-6	-2	1	-1	-2	-12	1.8
O=C1ON=C(c2ccccc2)/C1=C/c1ccc(OS(=O)(=O)c2ccccc2)cc1	19	2	-4	6	-8	-2	-5	4	26	4.1
O=C(Cc1cn2ccsc2n1)NCCc1ccc(F)cc1	-2	.	6	-2	-2	-7	-8	17	-8	-4.2
O=C1c2ccccc2CN1CCSC(=S)N1CCOCC1	29	41*	-38	54	-4	0	-1	1	2	-0.6
O=S(=O)(c1ccc(S(=O)(=O)N(Cc2ccc(F)cc2)C2CCCC2)cc1)N1CCCC1	-1	.	15	5	5	-5	4	12	5	-0.2
Cc1nc(-c2ccc(-c3ccon3)s2)no1	36	9	-25	38	-4	-2	1	-8	10	-0.6
CCOc1ccc(NC(=O)COc2ccc(S(=O)(=O)N3CCOCC3)cc2)cc1	-3	-7	2	2	-9	-2	2	7	-10	0.8
CC(NC(=O)c1c(Cl)cnn1C)C1CCCO1 (centres undefined)	-1	4	.	2	0	1	4	4	-12	-0.9
O=c1nc(SCc2ccccc2Cl)nc(-c2ccc(Cl)cc2)[nH]1	-2	-1	-12	.	-5	-1	4	3	-13	-1.8
CC1CCN(CC(=O)Nc2ccccc2C(=O)c2ccccc2)CC1	0	.	-1	-1	-6	1	0	-2	-5	0.4
O=C(CSc1nc2ccccc2c(=O)n1-c1ccc(F)cc1F)c1c[nH]c2ccccc12	1	.	-22	2	-1	0	-4	13	-2	-1.6
O=C(Nc1nnc(SCc2ccccc2)s1)c1ccco1	-3	-3	13	15	5	-1	1	-3	-18	1.6
O=C(O)CSc1nnc(-c2ccncc2)n1C1CCCCC1	-1	.	-12	-5	-3	4	1	-11	-11	2.5
Cc1cccnc1NC(=O)c1cccc(S(=O)(=O)N2CCCC2)c1	3	2	-11	-15	-2	0	-1	10	-11	0.6
CCc1ccc(-c2cn(C3CCCCC3)c(=S)[nH]2)cc1	-3	2	15	20	-5	1	0	0	-7	2.6
COc1ccc(-c2nnc(SCC(N)=O)n2N)cc1	-2	.	-30	-2	6	5	0	4	-15	-1.0

Outcome played no part in choosing rows. Share with any hit: about 5%.
